PLCg1 inh – PLC-gamma1 (human) inhibition, primary screen; P19174; purified PLC-gamma1, fluorogenic substrate, fluorescence; inhibition, % at 12.2 µM; actives 0.84% (n = 370,000); AID 720700; in the data active = inhibition above about 9.5%
ASAP1 GAP inh – inhibitors of human ASAP1 ArfGAP activity; Q9ULH1; actives 0.19% (n = 360,000); ASAP1-stimulated ARF1 GTP hydrolysis, GDP FP detection; inhibition, % at 16.5 µM; in the data active = inhibition above about 25%;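 also: 0% = vehicle with enzyme and substrate and 100% = no enzyme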
ADAM17 inh – inhibitors of human ADAM17 | P78536 | recombinant ADAM17, EDANS/DABCYL FRET peptide cleavage | inhibition, % at 6.95 µM | actives 0.83% (n = 370,000);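 active = inhibition above the mean of compounds lying between control limits plus 3 SD, set per campaign, cut at about 8.5% in these data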;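 also: 0% = DMSO-only wells as the low control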
SIAE inh – inhibitors of human sialic acid acetylesterase SIAE | Q9HAT2 | SIAE FP-Rh probe binding, fluorescence polarization | inhibition, % at 9.66 µM | actives 0.69% (n = 370,000);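 active = inhibition above a cutoff: mean of compounds within the control limits plus 3 SD of those, cut at about 17% in these data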;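 also: 0% = plate median of compound wells and 100% = probe without SIAE protein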
Target sequence (Q9HAT2 whole entry, looked up): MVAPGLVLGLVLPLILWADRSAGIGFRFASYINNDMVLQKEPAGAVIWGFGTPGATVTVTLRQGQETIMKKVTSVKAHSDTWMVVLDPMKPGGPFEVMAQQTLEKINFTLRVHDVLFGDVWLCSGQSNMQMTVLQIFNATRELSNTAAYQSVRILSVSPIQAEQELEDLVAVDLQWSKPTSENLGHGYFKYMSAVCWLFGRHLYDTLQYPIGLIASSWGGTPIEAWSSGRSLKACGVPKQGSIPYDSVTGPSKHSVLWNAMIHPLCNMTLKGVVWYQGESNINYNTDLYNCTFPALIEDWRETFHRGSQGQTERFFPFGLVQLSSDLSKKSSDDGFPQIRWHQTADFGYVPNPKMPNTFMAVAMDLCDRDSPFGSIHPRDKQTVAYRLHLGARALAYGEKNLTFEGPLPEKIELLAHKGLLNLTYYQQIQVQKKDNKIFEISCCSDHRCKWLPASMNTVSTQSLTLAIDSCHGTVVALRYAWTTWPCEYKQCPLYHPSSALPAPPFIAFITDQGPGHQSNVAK
Tn6 DDE FP – disrupts Tn6 cyclic peptide binding to fibrin D-Dimer-E complex. P02675. Fibrin DD(E) TRITC-Tn6 fluorescence polarization displacement. inhibition, % at 8.3 µM. actives 0.21% (n = 370,000);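 active = inhibition above a per-campaign cutoff: mean of compounds within control limits plus 3 SD, cut at about 15% in these data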;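 also: 0% = median of all compound wells on the plate and 100% = blocking peptide control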
PLCb3 inh – blocks human PLC-beta3 enzyme activity | Q01970 | Purified PLC-beta3, fluorogenic substrate, fluorescence | inhibition, % at 12.2 µM | actives 0.18% (n = 370,000) | AID 720704; in the data active = inhibition above about 11%;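 also: 0% = median of compound wells on plate and 100% = full blocker control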
DDE Tn7 FP inh – DD(E)-Tn7 binding inhibition, primary FP screen; inhibition, % at 8.3 µM; P02675; actives 0.13% (n = 370,000); AID 720508; FP displacement of FITC-Tn7 peptide from fibrin DD(E); 0% = median of compound wells per plate;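 active = inhibition above the mean of compounds falling within the control limits plus 3 SD of them, cut at about 14% in these data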;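 also: 0% = plate median of compound wells and 100% = 10 µM Aha-Tn7 peptide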
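Test system: human clot-derived fibrin DD(E) complex / Quantity: 2 µM final DD(E) protein / Incubation: 10 min plus 3 h, room temperature / Measured by: fluorescence polarization / Benchmarks: high control of 10 µM Aha-Tn7 peptide / Replicates: singlicate testing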
ARFGAP1 inh – inhibits rat ARF GTPase activating protein 1; Arfgap1-stimulated ARF1 GTP hydrolysis, GDP FP detection; AID 651572; actives 0.26% (n = 360,000); inhibition, % at 16.5 µM;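 active = inhibition above a per-plate limit, mean inhibition of low control wells plus 3 SD, cut at about 25% in these data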;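 also: 0% = DMSO wells with enzyme and 100% = wells lacking Arfgap1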
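System: truncated rat Arfgap1 GAP domain / Medium: HEPES-based buffer, pH 7.5 / Also added: N-terminally truncated human ARF1-GTP substrate / Incubation: enzyme reaction 120 min at 25 °C after 20 min preincubation / Measured by: FP of antibody-bound GDP Alexa 633 tracer, ex 620/em 688 nm / Replicates: singlicate, each compound tested once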
TDP2 inh – blocks human TDP2 phosphodiesterase activity | inhibition, % at 12.8 µM | O95551 | recombinant TDP2, T5PNP hydrolysis, p-nitrophenol absorbance 415 nm | AID 720702 | actives 0.34% (n = 370,000);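 active = inhibition above the mean of all tested compounds plus 3 SD, set per campaign, cut at about 25% in these data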;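 also: 0% = DMSO with enzyme and 100% = buffer with substrate but no TDP2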
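System – recombinant human TDP2 · Amount – 120 nM TDP2 per well · Buffer or medium – Mg2+-containing Tris-HCl buffer, pH 7.5 · Reagent – T5PNP substrate, 5 mM · Dosing – 12.8 µM single point, 1% DMSO · Incubation – 2 h at 37 °C · Measured by – epi absorbance · Read-out basis – percent inhibition · Benchmarks – high control without enzyme, low control DMSO plus TDP2 · Repeats – singlicate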
ADAM10 inh – inhibits human ADAM10; actives 0.62% (n = 370,000); AID 720582; recombinant ADAM10, EDANS/DABCYL FRET peptide cleavage, 3 h; inhibition, % at 7 µM; O14672;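 active = inhibition above a per-campaign cutoff equal to the mean of compounds falling between control-based bounds plus 3 SD, cut at about 20% in these data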;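 also: 0% = DMSO wells while the 100% control is not disclosed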
Target sequence (O14672 214-748 limits assumed): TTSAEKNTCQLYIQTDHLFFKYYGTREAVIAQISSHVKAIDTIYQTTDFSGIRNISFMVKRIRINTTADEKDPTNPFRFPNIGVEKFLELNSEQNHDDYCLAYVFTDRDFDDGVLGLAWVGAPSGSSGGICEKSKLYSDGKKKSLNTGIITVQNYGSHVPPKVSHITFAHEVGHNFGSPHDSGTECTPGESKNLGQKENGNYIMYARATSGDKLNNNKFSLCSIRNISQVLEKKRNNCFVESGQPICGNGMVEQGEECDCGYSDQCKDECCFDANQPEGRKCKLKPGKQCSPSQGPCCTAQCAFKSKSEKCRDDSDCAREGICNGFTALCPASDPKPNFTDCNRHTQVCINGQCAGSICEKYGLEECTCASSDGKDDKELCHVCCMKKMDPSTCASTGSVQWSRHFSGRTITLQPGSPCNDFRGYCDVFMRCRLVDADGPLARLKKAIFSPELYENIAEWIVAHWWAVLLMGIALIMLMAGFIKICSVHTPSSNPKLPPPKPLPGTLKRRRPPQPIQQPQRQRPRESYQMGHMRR
Active calls of the source: *; i = inactive. A portion of the library; count on the stated rates, not on these rows.

mol,DDE Tn7 FP inh,PLCb3 inh,TDP2 inh,ASAP1 GAP inh,ADAM17 inh,PLCg1 inh,ARFGAP1 inh,ADAM10 inh,Tn6 DDE FP,SIAE inh
O=C(CF)NC(Nc1cccc2cccnc12)C(Cl)(Cl)Cl (stereo not drawn),3,-7,3,-9,-4,-3,14,-1,11,5
CSc1ccc(CN2CCN(C(=O)Cc3ccccc3)CC2)cc1,-2,-2,1,-1,-1,6,-6,7,-1,6
CC(CN1CCOCC1)OC(=O)Cc1ccccc1 (stereo not drawn),3,-6,5,1,-4,2,3,5,-10,0
Cc1noc(C)c1C(=O)N1CCC2(CC1)OCCO2,1,1,-6,-9,-3,3,0,-1,2,0
C=CCn1c(O)c(C(CC)=Nc2cccc(C(F)(F)F)c2)c(=O)[nH]c1=O,0,-6,11,8,-5,-1,4,-7,3,0
O=C1NCN(c2ccccc2)C12CCN(C(c1ccccc1OC(F)(F)F)c1nnnn1-c1ccc3c(c1)OCCO3)CC2 (stereo not drawn),4,-4,4,15,8,-2,-3,17,-2,-9
CCOC(=O)c1c(C)n(Cc2ccco2)c2ccc(O)cc12,3,2,4,-8,0,4,11,9,14,3
O=C(C1CCC(=O)N1C1CCCCC1)N1CCC2(CC1)OCCO2 (stereo not drawn),1,5,-4,1,-3,0,6,-2,2,4
CCOc1ccc2c(c1)c(C(C)=O)c(C)n2Cc1ccco1,7,-13,3,5,-4,-4,0,3,4,4
c1ccc(CN2Cc3ccccc3-n3nncc3C2)cc1,5,-3,4,0,-7,1,1,-17,4,11
CC[C@H]1CN(C)CCc2c([nH]c3ccccc23)C(=O)C[C@@H]1/C(=C\OC)C(=O)OC,-8,-5,-5,-3,0,-3,9,-17,-3,0
Cc1ccc(-c2cc(-c3ccc(C)cc3)[n+](C)o2)cc1,2,-1,6,-3,-19,-1,-3,-55,-1,18*
O=C1OC(c2ccc(Cl)cc2)=N/C1=C\N1CC2CC(C1)c1cccc(=O)n1C2 (stereo not drawn),-2,-3,-9,-3,3,8,2,9,0,0
CC(=O)c1ccc2c(c1)C1C(Cl)C(Sc3ccccc3[N+](=O)[O-])CC1C(C(=O)O)N2 (stereo not drawn),-8,-4,6,-1,2,1,0,6,0,21*
O=c1[nH]c(=O)n(Cc2ccc(F)cc2)c(O)c1/C=N/Nc1ccccc1,2,-22,4,5,1,-11,1,-6,3,8
CC(=O)C1C2c3ccccc3OC1(C)N=c1s/c(=C/c3cn(C)nc3C)c(=O)n12 (stereo not drawn),-3,2,22,6,-3,5,5,1,-2,4
Cc1ccc2c(c1)C1CN(C)CCC1N2C(=S)Nc1cccnc1 (stereo not drawn),-7,2,-1,-3,-1,-1,2,-1,-3,-3
O=Cc1cn(Cc2ccc(F)cc2)c2ccccc12,-1,-7,-18,25*,-2,-1,15,15,-8,-2
CSc1ccccc1NP1(=O)OCC(C)([N+](=O)[O-])CO1 (stereo not drawn),3,1,-4,-13,-1,0,2,2,0,-2
CCC(CC)NCc1c[nH]c2ccccc12,5,1,3,-9,-2,2,-5,-5,-3,2

(more compounds)
mol,DDE Tn7 FP inh,PLCb3 inh,TDP2 inh,ASAP1 GAP inh,ADAM17 inh,PLCg1 inh,ARFGAP1 inh,ADAM10 inh,Tn6 DDE FP,SIAE inh
Nc1ccccc1C(=O)OCC(=O)Nc1ccc(Br)cc1F,5,-145,7,-4,-126,-103,-6,-337,-7,4
COC(=O)C1=C(c2cc3ccccc3o2)C[C@@H]2CC[C@H]1N2C(=O)N1CCOCC1,-1,-1,-1,15,-2,0,-5,-1,0,3
Fc1ccccc1N1CCN(Cc2ccc3c(c2)OCO3)CC1,-3,10,-15,2,7,8,8,14,0,3
CC(=O)[C@H]1CC[C@H]2[C@@H]3CC[C@H]4C[C@H](O)CC[C@]4(C)[C@H]3C(=O)C[C@]12C,-4,-1,1,-5,-4,0,-4,-10,-2,6
CC(C)OC(=O)Cc1ccccc1,7,1,-13,-5,-3,-2,3,1,3,-5
COc1cccc(C(=O)C2CCCN(Cc3ccccn3)C2)c1 (stereo not drawn),1,0,3,-4,0,-1,-6,-4,-4,11
Cc1cccc(NC(=O)COC(=O)c2cc(C)n(C3CC3)c2C)c1,-1,-13,7,-1,-6,-4,-3,-16,-2,5
Cc1ccc(S(=O)(=O)N(C)N=O)cc1,6,4,10,2,-1,3,-3,1,-5,9
CCOC(=O)CNC(=O)N1Cc2cc(-c3ccc(OC)cc3)ccc2-n2nncc2C1,-8,-45,-14,-3,-15,-33,1,-56,-4,-3
COc1ccc(C2C(C(=O)N3CCC4(CC3)OCCO4)c3cc(OC)c(OC)cc3C(=O)N2C)cc1 (stereo not drawn),-6,1,4,7,-7,-2,8,0,-1,2
CCOC(=O)[C@]12Cc3cc(OC)ccc3[C@H]1N(C(C)C)C(=O)c1cc(OC)ccc12,-6,-5,-12,-4,-1,4,-13,3,-10,-1
CC[C@H](OC(C)=O)C(C[C@H](C)N(C)C)(c1ccccc1)c1ccccc1,8,-2,-6,-6,-2,-1,2,-12,-3,-3
CCCc1[nH]nc2c1C1(C(=O)N(Cc3ccccc3)c3ccccc31)C(C(=O)OC)=C(N)O2 (stereo not drawn),1,5,-2,-3,1,3,0,12,3,-4
Cn1c(O)c(C(=Nc2ccc(F)cc2)c2ccccc2)c(=O)n(C)c1=O,3,-3,6,-9,-6,-3,-2,1,8,-2
CCN(CC(=O)Nc1ccc(C#N)c(Cl)c1)CC(=O)NC1CCS(=O)(=O)C1 (stereo not drawn),-4,-6,-3,-8,-2,7,7,-12,-4,-4
COc1cccc2cc(-c3cc(=O)oc4ccc(OC(=O)N(C)C)cc34)oc12,5,-29,-2,1,-3,-20,9,1,12,-7
COC(=O)C1=CO[C@@H](C)[C@H]2CN3CC[C@]4(C(=O)Nc5ccccc54)[C@@H]3C[C@H]12,8,1,-2,-13,-6,1,6,-16,-4,-1
CC1(C)CC(=O)C2=C(C1)NC(=O)C21C(C(=O)OC(C)(C)C)=C(N)Oc2ccc(Br)cc21 (stereo not drawn),1,-4,7,15,-7,-3,-12,-11,-5,0
O=C(c1cccc(Cl)c1)C1CCCN(Cc2ccon2)C1 (stereo not drawn),1,7,5,-9,2,5,7,3,-1,2
COc1ccc(CC(C)Nc2cccc(F)c2)cc1 (stereo not drawn),8,-7,-2,1,-1,0,-5,1,4,2

Next section
mol,DDE Tn7 FP inh,PLCb3 inh,TDP2 inh,ASAP1 GAP inh,ADAM17 inh,PLCg1 inh,ARFGAP1 inh,ADAM10 inh,Tn6 DDE FP,SIAE inh
CC(=O)N(C1=NCCCS1)c1ccc(F)cc1,-4,1,-17,-3,0,2,4,4,-7,-4
O=C1c2ccccc2C2(c3ccc(Cl)cc3)NCCN12 (stereo not drawn),7,2,12,-2,-1,0,-9,2,2,-1
CCCCn1nnnc1C(CCSC)N1CCC2(CC1)C(=O)NCN2c1ccccc1 (stereo not drawn),3,4,0,-6,-1,3,-4,-1,1,11
COc1ccc(-n2c(/C=C/c3ccc(O)c(O)c3)nc3ccccc3c2=O)cc1,4,i,0,10,-6,-387,13,-6,-4,12
O=C1NC(=S)NC(=O)C12C(c1ccc(F)cc1)NC(=S)NC2c1ccc(F)cc1 (stereo not drawn),3,4,-7,-8,3,3,-5,5,8,6
CCOS(C)(=O)=O,2,0,4,-7,-2,1,-6,-9,-4,-1
S=C(NCCc1ccccc1)N1Cc2cc(Br)ccc2-n2nncc2C1,4,-5,3,1,2,-2,1,6,-7,-16
Clc1cccc(Cl)c1Cl,1,2,-12,-9,1,2,-8,14,0,-5
Cc1ccc2cc3cc(C(=O)N4CCC5(CC4)OCCO5)oc3nc2c1,2,-18,8,-4,-20,-19,6,-64,2,3
COc1ccc(-c2cc(C(F)(F)F)n3nc(C(=O)N4CCC5(CC4)OCCO5)cc3n2)cc1OC,-5,-33,-3,6,-1,-28,7,-7,3,-5
COC(=O)C1=C(c2cc3ccccc3s2)C[C@@H]2CC[C@H]1N2C(=O)NCC1CC1,5,1,-1,-8,-1,3,14,1,-12,2
COC(=O)C1=C(c2c(C)noc2C)C[C@@H]2CC[C@H]1N2C(=O)N1CCC(O)(c2ccc(Cl)cc2)CC1,6,0,4,0,-7,-3,6,-8,1,-4
COc1ccc(C(c2nnnn2Cc2ccccc2)N2CCC3(CC2)C(=O)NCN3c2ccccc2)cc1 (stereo not drawn),5,1,3,11,5,-3,-2,11,-10,2
CCOP(=S)(OCC)SCOC(=O)NCC(=O)OC,-3,2,4,3,-1,1,-2,4,-6,2
O=C(NN=Cc1ccc(N(CCCl)CCCl)cc1)c1cccc([N+](=O)[O-])c1,-2,1,-6,0,-2,1,4,-11,4,6
CC1CN=C(Nc2ccccc2)S1 (stereo not drawn),5,2,-4,2,-1,0,-17,-8,2,-7
COc1ccc2c3c1OC1C(O)C=CC4C(C2)[N+](C)(C)CCC341 (stereo not drawn),5,-48,17,-1,-1,1,6,6,-7,4
O=c1[nH]c(O)c(C=NC2CCN(Cc3ccccc3)CC2)c(=O)[nH]1,-1,3,1,7,1,3,8,5,2,-3
Cc1cc(=O)[nH]c(CCl)n1,-2,0,5,11,-5,-1,1,-4,4,2
Fc1ccccc1CNCCc1c[nH]c2ccccc12,8,-8,20,5,4,-4,6,7,11,8
CCOC(=O)C1CCN(/C=C2/C(=O)NC(=O)N(Cc3ccco3)C2=O)CC1,2,4,1,5,1,3,9,12,6,-2
N[C@@H]1C[C@H]1c1ccccc1,-9,1,1,-1,-3,1,0,-14,-9,3
c1ccc2c(CNC3CCCCCC3)c[nH]c2c1,-3,1,5,5,-4,1,0,4,-5,2

3 entries from above, sorted by SMILES length, smallest number first:
mol,DDE Tn7 FP inh,PLCb3 inh,TDP2 inh,ASAP1 GAP inh,ADAM17 inh,PLCg1 inh,ARFGAP1 inh,ADAM10 inh,Tn6 DDE FP,SIAE inh
COc1ccc(CC(C)Nc2cccc(F)c2)cc1 (stereo not drawn),8,-7,-2,1,-1,0,-5,1,4,2
Cn1c(O)c(C(=Nc2ccc(F)cc2)c2ccccc2)c(=O)n(C)c1=O,3,-3,6,-9,-6,-3,-2,1,8,-2
COC(=O)C1=CO[C@@H](C)[C@H]2CN3CC[C@]4(C(=O)Nc5ccccc54)[C@@H]3C[C@H]12,8,1,-2,-13,-6,1,6,-16,-4,-1

Taken from above.
SIAE inh with COc1ccc2c3c1OC1C(O)C=CC4C(C2)[N+](C)(C)CCC341 (stereo not drawn) reads 4
PLCg1 inh with O=C(NN=Cc1ccc(N(CCCl)CCCl)cc1)c1cccc([N+](=O)[O-])c1 reads 1
